SW480 rereplic: induces DNA re-replication in SW480 colon adenocarcinoma cells; SW480 DNA re-replication, Hoechst DNA content imaging, 48 h; Potency, µM (series often up to 46.1 µM), for the others: top-dose re-replication activation, actives largely listed as activators; 340,000 compounds, 1.8% hits; further: potency means the concentration at half of the fitted maximal effect; % of control where 0% means no effect; nearly all actives have a fitted effect of over 55% in size
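Treated cells incubate 48 hr (37 C, 5% CO2), are stained 40 min with Hoechst, and nuclear fluorescence is enumerated; a rise in nuclei with high DNA signal marks re-replication.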
KB-3-1 tox: KB-3-1 parental cell cytotoxicity | 400,000 compounds, 1.4% hits | KB-3-1 viability, CellTiter-Glo ATP luminescence, 72 h | Potency, µM (series often up to 46.1 µM), for the others: at the top dose activity change, negative = cytotoxic, most hits filed as cytotoxic; further: potency means the concentration at half of the fitted maximal effect; on the % scale 0 is the no-effect control and ±100 the full control effect; nearly all actives have a fitted effect of over 60% in size
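Screening of KB-3-1 cells (DMEM, 10% FBS, phenol-red free) ran from lowest to highest compound concentration; after 72 h at 37 °C viability was read luminescently and curves fitted.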
HT1080-NT tox: kills 2HG-producing HT-1080-NT fibrosarcoma cells | 360,000 compounds, 1.6% hits | HT-1080-NT fibrosarcoma viability, CellTiter-Glo ATP luminescence, 48 h | Potency, µM (doses to about 46.1 µM), inactives show at the top dose activity, negative = less viability, hits mostly cytotoxic;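 further: NT is the 2HG producing partner of a matched IDH1 knockdown line; potency means the concentration at half of the fitted maximal effect; 0% = DMSO-treated cells and -100% = media-only wells without cells; nearly all actives have a fitted effect of over 55% in size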
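750 cells/well, RPMI + 5% FBS; 2 h settle, compound pin-transfer, 48 h at 37 degrees C. CellTiter-Glo 10 min RT, luminescence. Normalized to DMSO and media-only wells.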
IL1B secr inh: blocks inflammasome-driven IL-1 beta release. THP-1 LPS/ATP IL-1B secretion, AlphaLISA, 16 h; active compounds read low. activity change, % at 57.5 µM. 360,000 compounds, 4.7% hits; in the data active means activity change below about -50%; inconclusive means mostly about -30% to -49%; further: on the % scale 0 is the no-effect control and ±100 the full control effect
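THP-1 cells pretreated 1 hr with compounds (up to 57.5 uM final), then stimulated with LPS (250 ng/mL final) plus ATP (1.25 mM final); secreted IL-1B measured by AlphaLISA after 16 hr, decreased signal indicating inhibition.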
KB-V1 MDR tox: KB-V1 MDR subline cytotoxicity; KB-V1 MDR cells viability, CellTiter-Glo, 72 h; 400,000 compounds, 3.4% hits; Potency, µM (highest dose often 46.1 µM), without a hit: at the highest dose activity change, negative = cytotoxicity, hits mostly cytotoxic; further: potency means the concentration at half of the fitted maximal effect; on the % scale 0 is the no-effect control and ±100 the full control effect; nearly all actives have a fitted effect of over 60% in size
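In this primary screen, KB-V1 cells overexpressing P-gp are incubated with library compounds (lowest to highest concentration) for 72 h at 37 degrees C before a luminescent ATP viability read.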
HT1080 IDH1KD tx: toxicity to HT-1080 IDH1 knockdown cells (counter line). Potency, µM (titrated, usually from 46.1 µM), without a hit: at the highest dose activity, negative = toxicity, hits mostly cytotoxic. HT-1080 IDH1 knockdown viability, ATP luminescence, 48 h. AID 686971. 360,000 compounds, 2% hits;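 further: potency means the concentration at half of the fitted maximal effect; 0% = DMSO wells and -100% = cell-free medium wells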
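Luminescent ATP read-out (CellTiter-Glo, 10 min at room temperature) after 48 h compound exposure at 37 °C gave viability of IDH1-knockdown HT-1080 cells. Activity was normalised to DMSO and cell-free wells, then fitted as concentration-response curves.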
D3 ag: agonists of human D3 dopamine receptor; P35462; D3R DiscoveRx beta-arrestin cells, luminescence, 90 min; max activation, %; 410,000 compounds, 0.58% hits; AID 652048; in the data active means max activation above about 30%; further: 0% is about no effect; mostly tested at two doses, the higher about 12 µM
Target sequence (P35462 whole entry, looked up): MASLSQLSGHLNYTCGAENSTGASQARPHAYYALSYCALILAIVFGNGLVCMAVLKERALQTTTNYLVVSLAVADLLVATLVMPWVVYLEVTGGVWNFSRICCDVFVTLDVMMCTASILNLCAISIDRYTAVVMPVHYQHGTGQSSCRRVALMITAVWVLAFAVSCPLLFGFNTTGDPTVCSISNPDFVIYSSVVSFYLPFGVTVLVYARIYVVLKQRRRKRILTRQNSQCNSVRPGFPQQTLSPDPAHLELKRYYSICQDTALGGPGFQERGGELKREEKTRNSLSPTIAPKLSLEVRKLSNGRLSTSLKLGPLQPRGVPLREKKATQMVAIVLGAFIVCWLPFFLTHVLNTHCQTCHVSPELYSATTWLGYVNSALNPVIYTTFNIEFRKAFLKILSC
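Cells at 1500/well, incubated overnight, then treated with pinned compounds (dopamine as control) for 90 min at 37 degrees C. DiscoveRx reagent added for 30 - 60 minutes at room temperature; luminescence read.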
MCF10A rereplic: inducers of DNA re-replication in MCF 10A breast cells. MCF 10A DNA re-replication, Hoechst nuclear intensity, 48 h. Potency, µM (highest dose often 46.1 µM), inactives show top-dose activity, positive = re-replication, most hits filed as activators. 350,000 compounds, 2.9% hits; further: potency means the concentration at half of the fitted maximal effect; % of control where 0% means no effect; nearly all actives have a fitted effect of over 50% in size
HEK293 tox: cytotoxic in the GLP-1 receptor inverse agonist counter-screen. AID 624418. Potency, µM (highest dose often 38.3 µM), without a hit: top-dose activity change, negative = inhibition, actives largely listed as inhibitors. 410,000 compounds, 0.13% hits. HEK293 cAMP-luciferase reporter cells, luminescence, 24 h;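 further: loss of luciferase light is scored as toxicity; potency means the concentration at half of the fitted maximal effect; on the % scale 0 is the no-effect control and ±100 the full control effect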
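Quantitative HTS format, 1536 wells, 200 cells/uL seeded. Compounds: 23 nL, 24 h, 37 °C. Detection: luciferase reagent, luminescence at 12 min RT; decreased signal taken as cytotoxic.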
* hit, by the source's call; i = inactive; ? = inconclusive; / = not tested or not shown; & = joins results of further samples; [ ] = remark or other dose. Unless noted, the call rests on the fitted dose curve; in most records, active means well fitted curve in the direction sought with a large enough effect; inconclusive means small, poorly fitted or top-dose-only effect, or another doubt; inactive means no such curve, though single readings can be large; an effect the other way counts as inactive or inconclusive.

SMILES	SW480 rereplic	KB-3-1 tox	HT1080-NT tox	IL1B secr inh	KB-V1 MDR tox	HT1080 IDH1KD tx	D3 ag	MCF10A rereplic	HEK293 tox
O=C1c2ccccc2C(=O)N1CCCc1nc2ccccc2c(=O)n1-c1cccnc1	-3%	-17%	-1%	33	-2%	-5%	-3	-4%	-5%
Cc1cc(NC(=O)c2cc(-c3ccccn3)nc3ccc(Br)cc23)no1	-1%	15%	?	30	3%	-9%	2	1%	-17%
COc1cc2c(cc1OC)CN(C(=O)COc1ccccc1C#N)CC2	0%	-6%	-4%	-74*	-4%	-23%	3	23%	0%
COCc1ccc(C(=O)N2CCCC(N(C)Cc3ccccc3)C2)s1 (configuration not stated)	3%	12%	0%	1	-1%	-7%	-29	2%	3%
CCO/C=C/C(O)(CNC(=O)c1ccc(C(C)(C)C)cc1)C(F)(F)F (configuration not stated)	?	?	-10%	-2	0%	-1%	-10	?	-17%
Nc1ncnc2c1ncn2[C@@H]1O[C@H](CNC(=O)[C@@H]2CCN2)[C@@H](O)[C@H]1O	-3%	2%	7%	28	24%	9%	0	?	1%
Cc1ccc(OC(C)C(=O)Nc2ccc(S(=O)(=O)Nc3nccs3)cc2)cc1 (configuration not stated)	-17%	-1%	-3%	-3	11%	-2%	-5	14%	1%
Cc1cnc(NC(=O)CCNC(=O)c2ccc([N+](=O)[O-])cc2)s1	-59%[inhibitor]	-3%	8%	-2	21%	-2%	-2	4%	5%
CS(=O)(=O)N(CC(=O)NCc1ccncc1)C1CCCCC1	-8%	6%	8%	0	15%	15%	11	4%	5%
Cc1cccnc1C(NC(=O)C1CCN(CCCOc2ccc(F)cc2)CC1)c1ccccc1 (configuration not stated)	/	0%	?	?	2%	?	-25	/	-22%
CCCS(=O)(=O)NC(=O)C1(C)CCN(C(=O)c2cccc(C)c2C)C1 (configuration not stated)	/	0%	16%	-5	2%	8%	3	/	3%
CCOc1ccc(NS(=O)(=O)c2ccc(NC(=O)C3CC3)cc2)cc1	-37%[inhibitor]	10%	-9%	i	-17%	-16%	1	-4%	6%
COCCCNc1nnc(Cc2ccc(Cl)cc2)c(=O)[nH]1	?	?	0.92µM*	24	-13%	?	-12	0.52µM*	-23%
COC(=O)[C@]12CCCCC=C1N(CCC1=CCCCC1)C(=O)[C@H](CC(=O)N1CCCC1)C2	/	5%	2%	-3	-13%	-6%	4	/	-12%
C=CCn1c(=O)c2ccc(C(=O)NCc3ccccc3)cc2n(Cc2cccc(Cl)c2)c1=O	4%	?	-3%	-13	12%	-2%	0	13%	3%
COC(=O)c1ccc(N2CCN(C)CC2)c(NC(=O)c2ccc(-c3ccc(Cl)cc3)o2)c1	-3%	/	3%	12	/	-1%	12	0%	0%
O=C(Nc1nnc(C2CC2)s1)C1Cc2ccccc2CN1C(=O)c1ccco1 (configuration not stated)	2%	1%	4%	47	-9%	6%	-8	0%	4%
CCC(CC)C(=O)c1c[nH]c(C(=O)NCc2cccnc2)c1	-9%	-4%	-6%	5	-15%	15%	-9	1%	-3%
COC(=O)c1[nH]c(C)c(/C(O)=C2\C(=O)C(=O)N(CCN3CCOCC3)C2c2cccs2)c1C (configuration not stated)	-4%	7%	14%	17	0%	24%	-2	7%	-8%
O=C(Nc1ccc(N2CCN(Cc3ccccc3)CC2)cc1)c1ccccc1[N+](=O)[O-]	-9%	0%	-2%	-9	-7%	-31%	-1	-2%	-16%
COc1cc(/C=N/N=C(/C(=O)c2ccccc2)c2ccccc2)cc(OC)c1O	3%	-4%	-2%	?	9.2µM*	-25%	8	?	-26%
COc1ccc(-c2cc(C(=O)N(C)Cc3ccccc3)c3ccccc3n2)cc1	?	-7%	-13%	?	?	?	3	3.7µM*	3%
CC1N(C(=O)N(C)C)CCN1S(=O)(=O)c1ccccc1 (configuration not stated)	-10%	15%	13%	-1	13%	15%	5	-15%	-9%
COc1cccc(CC2(CO)CCCN(S(=O)(=O)N(C)C)C2)c1 (configuration not stated)	2%	-1%	6%	5	?	-1%	-6	0%	14%
CCCN1C(=O)C2(c3ccccc31)c1c(oc3cc(C)c(C)cc3c1=O)C(=O)N2CCCOC (configuration not stated)	/	3%	/	/	-5%	/	6	/	-6%
O=C(C1CCCN(S(=O)(=O)c2ccccc2)C1)N1CCN(c2ccccc2)CC1 (configuration not stated)	-4%	-2%	0%	-6	?	-3%	1	19%	0%
COc1ccc(-c2noc(CC(=O)N(C)c3ccccc3F)n2)cc1	/	-3%	/	/	1%	/	-2	/	-17%
NC(=O)c1cccc(-c2coc3c(C(=O)NC4CCCCC4)cccc23)c1	/	-2%	?	-15	-15%	?	13	/	-13%
COc1ccc(NC(=O)NNC(=O)c2cc(C3CC3)nc3ccccc23)c(OC)c1	0%	10%	1%	i	-20%	-2%	-9	-7%	-1%
Cc1ccc(NC(=O)C(CC(C)C)NC(=O)C2CCC(C)CC2)nc1 (configuration not stated)	6%	0%	1%	-28	-26%	0%	0	13%	10%
CN(C)S(=O)(=O)c1ccc(C(=O)NCCOc2ccccc2)cc1	-9%	3%	17%	-9	2%	20%	1	-3%	-1%
CCN(CC)c1ccc(C(=O)NNC(=O)CN2C(=O)NC3(CCCCC3)C2=O)cc1	-1%	2%	2%	8	0%	0%	4	0%	0%
CCN(CC)CCn1c(NCc2nc3ccccc3n2Cc2ccccc2)nc2ccccc21	?	-2%	?	-59*	0%	11µM*	-34	23µM*	?
COc1ccccc1CCC(=O)OCC(=O)Nc1cccc(S(=O)(=O)N2CCCCC2)c1	?	0%	-5%	-8	9%	-3%	3	0%	-3%
Cc1nn(CCOc2ccccc2)c(=O)n1-c1ccc(Cl)cc1	1%	-20%	14%	3	-18%	11%	4	9%	-6%
CCOc1ccc(CCNC(=O)c2cc(C)nc3c2c(C)nn3-c2cccc(F)c2)cc1	/	2%	/	/	0%	/	63*	/	15%
O=C(CSc1ccc(Cl)cc1)NC1CCCC1	-7%	11%	-1%	2	14%	-5%	0	?	-16%
C/C(=N\NC(=O)c1ccc(O)cc1)c1ccc(NC(=O)Cc2ccccc2)cc1	-6%	23%	-1%	-11	?	-2%	1	1%	?
O=C(CSc1nnnn1C1CCCCC1)Nc1ccccc1F	1%	14%	15%	0	-2%	1%	1	2%	-9%
CCn1c(=O)c([N+](=O)[O-])c(NCc2ccco2)c2ccccc21	?	?	2%	-6	-9%	-2%	0	11%	1%
COc1ccccc1NC(=O)CCn1c(=S)oc2ccccc21	-30%	10%	4%	-12	10%	11%	-2	-3%	-7%
COc1cc(OC)nc(Oc2ccccc2C=O)n1	3%	0%	?	-16	0%	?	-2	16µM*	-13%
COc1cccc(C(=O)NCCS(=O)(=O)N2CCC3(CC2)OCCO3)c1	-3%	0%	15%	13	-8%	15%	-1	-1%	-14%
CCOC(=O)c1cnn(-c2ccc(C(C)C)cc2)c1NC(=O)C1CCC1	0%	-14%	-1%	-14	?	-5%	8	2%	-3%
CC1Cc2nc(SCC(=O)NCC3CCCO3)n(Cc3ccccc3)c(=O)c2S1 (configuration not stated)	-10%	14%	7%	-10	?	-4%	-1	-3%	-14%
CCOc1ccc(CNC(=O)CCC(=O)N2CCSc3ccccc32)cc1	3%	16%	-5%	-8	?	1%	5&11	-1%	0%&0%
Cc1ccc(C(C)C)c(OCC(=O)NS(=O)(=O)c2ccc(Cl)cc2)c1	-15%	-10%	1%	i	-4%	-17%	-5	?	8%
CNc1ccc(Cl)cc1C(N)=O	5%	?	0%	2	?	22%	-3	3%	44%[activator]
CCCCN(C)C/C(O)=C(\C#N)c1nc(-c2ccccc2)cs1	0%	5%	-6%	-12	28%	-9%	-4	-178%[0.0737 µM]	11%
COc1ccccc1NS(=O)(=O)c1cccc(C(=O)N/N=C2\CC(=O)CC(C)(C)C2)c1	6%	-18%	1%	-3	?	15%	-3	-2%	5%
Following part.
SMILES	SW480 rereplic	KB-3-1 tox	HT1080-NT tox	IL1B secr inh	KB-V1 MDR tox	HT1080 IDH1KD tx	D3 ag	MCF10A rereplic	HEK293 tox
Cc1ccc(C2N(c3ccc(Cl)c(Cl)c3)C(=O)C3CCCN32)o1 (configuration not stated)	-1%	1%	0%	-7	8%	-19%	4	2%	-5%
Cc1ccc(S(=O)(=O)N2CCN(C(=O)NCc3ccc(F)cc3)CC2)c(C)c1	-27%	-3%	4%	-11	-22%	0%	-1	15%	-1%
O=C(Cn1c(=O)n(Cc2ccccc2)c(=O)c2sc3ccccc3c21)Nc1ccc(F)cc1	/	3%	/	/	-1%	/	-7	/	-8%
Cc1ccc(-n2ncc3c2CC(C)(C)CC3NC(=O)CCc2cccnc2)cc1 (configuration not stated)	-11%	-8%	0%	i	?	0%	-1	-11%	7%
COc1ccc(-n2nnc3c(=O)n(CC(=O)Nc4cc(C)on4)cnc32)cc1OC	3%[1.84 µM]	5%	?	12	12%	-24%	15	-16%	-4%
COc1ccc(C(=O)N/N=C\C(C)=C\c2ccccc2)cc1OC	6%	?	-8%	-94*	?	-5%	0	?	-29%

Among those listed so far, these contain an aryl thioether with sulfur outside any ring:
SMILES	SW480 rereplic	KB-3-1 tox	HT1080-NT tox	IL1B secr inh	KB-V1 MDR tox	HT1080 IDH1KD tx	D3 ag	MCF10A rereplic	HEK293 tox
O=C(CSc1ccc(Cl)cc1)NC1CCCC1	-7%	11%	-1%	2	14%	-5%	0	?	-16%
O=C(CSc1nnnn1C1CCCCC1)Nc1ccccc1F	1%	14%	15%	0	-2%	1%	1	2%	-9%
CC1Cc2nc(SCC(=O)NCC3CCCO3)n(Cc3ccccc3)c(=O)c2S1 (configuration not stated)	-10%	14%	7%	-10	?	-4%	-1	-3%	-14%

Source: PubChem
